Source: PubChem BioAssay (National Center for Advancing Translational Sciences (NCATS))
BRCA1 expr act = activators of BRCA1 expression; MCF7-BRCA1-FFLuc reporter, luminescence, 48 h; response scale: scaled: vehicle 0%, 10 µM genistein 100%; Potency, µM (series often up to 46.1 µM), inactives show at the top dose activation, most hits filed as activators; 1.1% of 380,000 active; AID 624202; active means well fitted activation curve with a large enough effect; further: nearly all actives have a fitted effect of over 80% in size; some results filed as inactive show a strong effect at the top dose
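Using MCF7 cells harboring a BRCA1 firefly luciferase reporter, plated 2 h before compound pinning, the screen measured luminescence after 48 h incubation. Responses were normalized to DMSO and 10 microM genistein, then fitted for concentration-effect.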
* = called active by the depositor. Potency means the concentration at half of the fitted maximal effect. These rows are one share of the data (hit frequency here may not be typical).

For CNc1ncnc2c1ncn2[C@H]1CN(Cc2ccccc2)C[C@@H](CO)O1 the results were BRCA1 expr act 27%.
Screening CC(=O)Nc1ccccc1-c1cccc2nccn12 returned BRCA1 expr act 13%.
`CC(C)CC(N)c1csc(NC(=O)Nc2ccccc2C(C)(C)C)n1` (stereo not drawn) gave BRCA1 expr act -68%.
For COc1ccc(CN2C(=O)C(CC(=O)NCCN3CCOCC3)CC(C(=O)N3CCOCC3)=C2C)cc1 (stereo not drawn) the results were BRCA1 expr act 9%.
Screening C[C@@H]1CN([C@@H](C)CO)C(=O)CCCn2nncc2CO[C@@H]1CN(C)C(=O)Nc1ccc(N2CCCCC2)cc1 returned BRCA1 expr act 14%.
Screening Cc1ccccc1S(=O)(=O)NC(=O)C1(C)CCN1C(=O)c1cccc2ccccc12 (stereo not drawn) returned BRCA1 expr act 25%.
CCOC(=O)Cc1ccc(Nc2nc(NCCOC)nc3ccsc23)cc1 was read as BRCA1 expr act 0%.
Screening C[C@H](O)C#Cc1ccc2c(c1)O[C@@H](CN(C)Cc1ccc(-c3ccccc3)cc1)[C@H](C)CN([C@@H](C)CO)S2(=O)=O returned BRCA1 expr act -76%.
`Nc1ccn([C@@H]2O[C@H](CNCC3=CCOc4ccc(O)cc43)[C@@H](O)[C@H]2O)c(=O)n1` gave BRCA1 expr act 16%.
For CN(C)c1ccc(/C=C/c2ccc3ccccc3[n+]2[O-])cc1 the results were BRCA1 expr act -54%.
Screening Cc1cc(C)nc(N2CCC(C(=O)NC3CCCCCC3)CC2)n1 returned BRCA1 expr act -6%.
For COc1cc(-c2cc(NC=O)c3ncc(-c4ccc(C(C)=O)cc4)n3c2)cc(OC)c1OC the results were BRCA1 expr act -66%.
For COC(=O)c1cccc(CN2C(=O)C(C)Sc3cc(Cl)ccc32)c1 (stereo not drawn) the results were BRCA1 expr act 5µM*.
`CN(Cc1cnn(-c2ccc(F)cc2)c1)C(=O)[C@H]1O[C@@H](n2ccc(N)nc2=O)[C@H](O)[C@@H]1O` gave BRCA1 expr act -3%.
Screening C[C@H]1CN([C@@H](C)CO)C(=O)CCCn2cc(nn2)CO[C@@H]1CN(C)S(=O)(=O)c1cccs1 returned BRCA1 expr act 9%.
`Nc1cccc(/C=C2\C=Cc3ccccc32)c1` gave BRCA1 expr act -35%.
`CCCCNC(=O)Cn1c(SCc2cccc(Cl)c2)nc2ccncc21` gave BRCA1 expr act 0%.
For O=C(NCCC(F)(F)F)C1Cc2c(-c3ccc(Cl)cc3)ccnc2O1 (stereo not drawn) the results were BRCA1 expr act 0%.
For CCN(CC(=O)Nc1c(F)cccc1F)C(=O)C1CCCO1 (stereo not drawn) the results were BRCA1 expr act 18%.
For Clc1cccc(Cc2c(-c3cccc(Br)c3)nc3ccc(Cl)cn23)c1 the results were BRCA1 expr act 36%.
`CCCC1NC(=O)c2cccnc2-n2c1nc1ccc(C)cc1c2=O` (stereo not drawn) gave BRCA1 expr act -1%.
`O=C(Nc1cccc2cccnc12)c1ccc2sc([C@H]3C[C@H](O)[C@@H](CO)O3)nc2c1` gave BRCA1 expr act 4%.
O=C(Nc1ccccc1F)c1cnn2c1NC(=C1CC1)C=C2C(F)F was read as BRCA1 expr act 2%.
CC1(C(=O)Nc2ccc(Cl)c(Cl)c2)CCN1C(=O)C1CCCCC1 (stereo not drawn) was read as BRCA1 expr act 4%.
For O=S1(=O)N[C@H](Cc2ccccc2)COc2cc(N3CC[C@H](O)C3)ccc21 the results were BRCA1 expr act 4%.
Cc1ccccc1NC(=O)CN1CCCC1 was read as BRCA1 expr act -16%.
`COCCNc1nc(NCCOC)c2sc(-c3ccccc3)cc2n1` gave BRCA1 expr act -8%.
For C[C@H](O)[C@@H]1C(=O)N2CCc3ccc(-c4ccccc4)cc3[C@@H]2C[C@@H]1N(C)C(=O)c1cccnc1 the results were BRCA1 expr act -1%.
Screening O=C(NCc1ccc(C(F)(F)F)cc1)c1cccc2c(-c3cccnc3)coc12 returned BRCA1 expr act -13%.
`COc1ccc(S(=O)(=O)NC(C)c2ccc3c(c2)OCCO3)cc1` (stereo not drawn) gave BRCA1 expr act -4%.
Screening OCCNc1ncnc2oc(-c3ccco3)c(-c3ccco3)c12 returned BRCA1 expr act -33%.
Screening O=c1[nH]c(=O)n([C@H]2C[C@@H](O)[C@@H](CO)O2)cc1F returned BRCA1 expr act 0%.
COc1cccc(C(NC(C)=O)c2nc(-c3cccc(F)c3)cs2)c1 (stereo not drawn) was read as BRCA1 expr act -26%.
CN(C)c1ccc(/C=C2/CCc3ccccc32)cc1 was read as BRCA1 expr act -24%.
For CC1(C(=O)NS(=O)(=O)c2ccc(F)cc2F)CCN1C(=O)Cc1ccc(Cl)cc1Cl (stereo not drawn) the results were BRCA1 expr act 10%.
Screening C#CCSc1nnc(-c2cccc3ccccc23)o1 returned BRCA1 expr act -44%.
For CC1(C(=O)NS(=O)(=O)c2cccc(Cl)c2)CCN1C(=O)CC1CCCCC1 (stereo not drawn) the results were BRCA1 expr act 19%.
O=C(NNc1ccc(F)cc1F)c1cccs1 was read as BRCA1 expr act 9%.
Cc1ccc(S(=O)(=O)N2[C@@H](c3ccc(Cl)cc3)C(C(=O)OC(C)(C)C)=CC[C@H]2c2ccc(Cl)c(Cl)c2)cc1 was read as BRCA1 expr act 2%.
Screening NC(CCc1ccccc1)c1csc(Nc2ccccn2)n1 (stereo not drawn) returned BRCA1 expr act 8%.
Cc1ccc(S(=O)(=O)N(C)C[C@@H]2OCc3cnnn3CCCC(=O)N([C@H](C)CO)C[C@H]2C)cc1 was read as BRCA1 expr act 4%.
Screening CCCC(=O)N1CCCC1(C)C(=O)Nc1cc(OC)c(OC)c(OC)c1 (stereo not drawn) returned BRCA1 expr act -5%.
Cc1ccc(CN2CC(N3CCN(CC4CC4)CC3)CS2(=O)=O)cc1 (stereo not drawn) was read as BRCA1 expr act -5%.
Screening O=S(=O)(c1ccc(F)cc1)c1nc(-c2ccco2)oc1NCCCn1ccnc1 returned BRCA1 expr act -2%.
`COc1cc(Cn2c3ccc(NC(=O)NCc4ccc(F)cc4)cc3c(=O)n2C)ccc1F` gave BRCA1 expr act -41%.
C[C@@H]1CN([C@@H](C)CO)C(=O)CCCn2nncc2CO[C@@H]1CN(C)C(=O)c1cc(-c2ccccc2)on1 was read as BRCA1 expr act -1%.
For COc1ccc(-c2nc3c(Cl)cc(C(F)(F)F)cn3c2Cc2ccccc2C(F)(F)F)cc1OC the results were BRCA1 expr act 8%.
CC(C)N1CCCC(C)(C(=O)Nc2nccc3ccccc23)C1 (stereo not drawn) was read as BRCA1 expr act 2%.
O=C(NCCCc1cnc[nH]1)NCCCN(Cc1ccc(Cl)cc1)c1ccc(Br)cn1 was read as BRCA1 expr act -29%.
`CC1(C(=O)Nc2ccc(Cl)cc2)Cc2c(-c3ccc(C(N)=O)cc3)ccnc2O1` (stereo not drawn) gave BRCA1 expr act -32%.
`C(=C\c1ccccc1)/CN1CCN(C(c2cc3ccccc3o2)c2nnnn2C2CCCC2)CC1` (stereo not drawn) gave BRCA1 expr act 7%.
For Cc1ccc(NC(=O)[C@@H]2O[C@H](CO)[C@H](O)[C@H](O)[C@H]2O)cc1C(F)(F)F the results were BRCA1 expr act 13%.
`Cc1cc(C)cc(CC(=O)N2CCC2(C)C(=O)NS(=O)(=O)c2ccccc2Cl)c1` (stereo not drawn) gave BRCA1 expr act 5%.
CCCS(=O)(=O)NC(=O)C1(C)CCN(C(=O)c2oc3ccccc3c2C)C1 (stereo not drawn) was read as BRCA1 expr act 5%.
`Cn1c(CCN2CCN(c3ccccn3)CC2)nc2cc(NS(=O)(=O)c3ccc(F)cc3)ccc21` gave BRCA1 expr act -8%.
`CN1CCN(C(=O)c2cc3c(c(-c4cccc(-c5cccnc5)c4)n2)[C@@H](CCO)N(C(=O)CC2CC2)C3)CC1` gave BRCA1 expr act 8%.
COc1ccc([C@H]2CC(=O)C[C@@H](CCn3cc(-c4ccncc4)nn3)O2)cc1 was read as BRCA1 expr act 8%.
`CNc1cc(-c2c(OC)cccc2OC)ncn1` gave BRCA1 expr act -5%.
For Cc1ccc(S(=O)(=O)NNC(=O)C23CCC(CC2)C3)cc1 the results were BRCA1 expr act 0%.
COC(=O)[C@]12CCCCC=C1N(Cc1ccccc1)C(=O)[C@H](CC(=O)N1CCN(C(=O)c3ccco3)CC1)C2 was read as BRCA1 expr act 18%.
For COc1ccc(N2CCN(CCCn3cnc4c(SC)ncnc43)CC2)cc1 the results were BRCA1 expr act 6%.
Screening CC(C)(C)n1nnnc1C(c1cc2ccccc2o1)N(Cc1ccccc1)Cc1ccccc1 (stereo not drawn) returned BRCA1 expr act -38%.
CC(C)C[C@@H]1COc2cccc(N(C)CCO)c2S(=O)(=O)N1 was read as BRCA1 expr act 3%.
`C[C@@H]1CN([C@H](C)CO)C(=O)CCCn2cc(nn2)CO[C@H]1CN(C)S(=O)(=O)c1ccccc1` gave BRCA1 expr act -14%.
Screening O=c1n(Cc2ccccc2)c(O)c2n1Cc1ccccc1N=C2c1ccccc1 returned BRCA1 expr act -8%.
For C[C@@H]1CN([C@@H](C)CO)C(=O)CCCn2nncc2CO[C@H]1CN(C)S(C)(=O)=O the results were BRCA1 expr act 5%.
N#Cc1ccc(S(=O)(=O)N2CCCCC2c2cc(C(=O)Nc3cccc4c3CCCC4)no2)cc1 (stereo not drawn) was read as BRCA1 expr act -12%.
For CCC(=O)Nc1ccc(-c2nnc(SCc3ccccc3)n2C)cc1 the results were BRCA1 expr act 6%.
`CCCCN1C(=O)C(CC(=O)NCc2ccco2)CC(C(=O)N(C(C)C)C(C)C)=C1C` (stereo not drawn) gave BRCA1 expr act 3%.
`O=C(OCc1cc(=O)n2ccsc2n1)C1(c2ccccc2)CC1` gave BRCA1 expr act 16%.
For Cc1c(C(=O)NCc2ccc3c(c2)OCCO3)sc(=O)n1Cc1ccc(S(=O)(=O)N(C)C)cc1 the results were BRCA1 expr act -22%.
COc1cc(C2Nc3ccccc3C(=O)N2Cc2ccco2)ccc1O (stereo not drawn) was read as BRCA1 expr act 13%.
`COc1cc(CNc2ncnc3c2ncn3[C@H]2CN(Cc3cc(OC)c(OC)c(OC)c3)C[C@@H](CO)O2)cc(OC)c1OC` gave BRCA1 expr act 0%.
`COc1ccc(Br)c(C=O)c1OS(=O)(=O)c1ccc(C)cc1` gave BRCA1 expr act 0%.
Screening COc1ccc(CCn2c(C)cc(C(=O)COC(=O)c3ccc(O)cc3O)c2C)cc1 returned BRCA1 expr act -9%.
For CCNC(=O)C1(C)CCCN(C(=O)c2nc(C)oc2C)C1 (stereo not drawn) the results were BRCA1 expr act 0%.
C[C@@H]1CN([C@H](C)CO)C(=O)CCCn2cc(nn2)CO[C@H]1CN(C)S(=O)(=O)c1ccc2c(c1)OCCCO2 was read as BRCA1 expr act 4%.
Screening CC(C)[C@@H]1Cc2[nH][nH]c(=O)c2[C@H](C(C)C)O1 returned BRCA1 expr act 2%.
`COc1ccc(-c2ccc(CN3C(C)C(=O)N(Cc4cn(CCC5OCCCO5)nn4)CCS3(=O)=O)cc2)cc1` (stereo not drawn) gave BRCA1 expr act -13%.
`COc1ccc(C(C)C)cc1-c1cncc(NC(C)=O)n1` gave BRCA1 expr act 5%.
`CCNC(=O)C1CCCN(C(=O)c2ccc3ccccc3c2)CC1` (stereo not drawn) gave BRCA1 expr act 9%.
CC(C)NC(=O)Nc1nnc([C@H]2C[C@H](O)[C@@H](CO)O2)s1 was read as BRCA1 expr act 0%.
COc1ccc(C(C)(O)c2nc(-c3ccc(S(C)(=O)=O)cc3)cs2)cc1 (stereo not drawn) was read as BRCA1 expr act -18%.
`CCN(CCc1ccccc1)c1ccc2c(c1)C1CC2CCN1Cc1ccccc1` (stereo not drawn) gave BRCA1 expr act -9%.
`COc1ccc([N+](=O)[O-])cc1NCc1c(F)cccc1F` gave BRCA1 expr act 0%.
`COc1ccc(-n2c(-c3ccc(Cl)cc3)n[nH]c2=S)c(OC)c1` gave BRCA1 expr act -1%.
`COc1ccccc1Cc1c(-c2cccc(Cl)c2)nc2ccc(Cl)cn12` gave BRCA1 expr act -26%.

By substructure, the entries above containing a furan ring, fused or not (nine)
Screening O=C(NCc1ccc(C(F)(F)F)cc1)c1cccc2c(-c3cccnc3)coc12 returned BRCA1 expr act -13%.
Screening OCCNc1ncnc2oc(-c3ccco3)c(-c3ccco3)c12 returned BRCA1 expr act -33%.
Screening O=S(=O)(c1ccc(F)cc1)c1nc(-c2ccco2)oc1NCCCn1ccnc1 returned BRCA1 expr act -2%.
`C(=C\c1ccccc1)/CN1CCN(C(c2cc3ccccc3o2)c2nnnn2C2CCCC2)CC1` (stereo not drawn) gave BRCA1 expr act 7%.
CCCS(=O)(=O)NC(=O)C1(C)CCN(C(=O)c2oc3ccccc3c2C)C1 (stereo not drawn) was read as BRCA1 expr act 5%.
COC(=O)[C@]12CCCCC=C1N(Cc1ccccc1)C(=O)[C@H](CC(=O)N1CCN(C(=O)c3ccco3)CC1)C2 was read as BRCA1 expr act 18%.
Screening CC(C)(C)n1nnnc1C(c1cc2ccccc2o1)N(Cc1ccccc1)Cc1ccccc1 (stereo not drawn) returned BRCA1 expr act -38%.
`CCCCN1C(=O)C(CC(=O)NCc2ccco2)CC(C(=O)N(C(C)C)C(C)C)=C1C` (stereo not drawn) gave BRCA1 expr act 3%.
COc1cc(C2Nc3ccccc3C(=O)N2Cc2ccco2)ccc1O (stereo not drawn) was read as BRCA1 expr act 13%.
